High-throughput results from PubChem.
human PMI inhibition = inhibitors of human PMI, primary screen, biochemical, fluorescence intensity, coupled assay (AID 1209); purified PMI enzyme, coupled fluorescence intensity; higher % means a stronger effect; 190,000 tested, 0.42% active; inhibition, % at 20 µM, or IC50 in µM where a hit was titrated;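 note: plate controls were DMSO vehicle for no effect and wells lacking substrate for full effect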
TNAP activators = stimulation of alkaline phosphatase TNAP activity – biochemical, luminescent, no phosphate acceptor, uHTS, primary screen (AID 1001); 200,000 tested, 0.03% active; purified TNAP, luminescent activation assay, no phosphate acceptor; higher activation fold means a stronger effect; activation fold at 20 µM, or EC50 in µM where a hit was titrated; in the data active = activation fold from about 3, or a potency from the dose series; inactive = the rest, 99 in 100 with activation fold below about 1.6; note: many of its hits are not listed in these tables
T cell HTS = modulates CD8 T cell binding to vesicles; 2C CD8+ T cell-vesicle binding, flow cytometry; stronger effect = lower value; calls only at 7 µM; 330,000 tested, 0.068% active; AID 2052;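 active = response, share of CD8 T cells binding vesicles, and their 90th percentile fluorescence all below set limits, cut at about 80% in these data, passing the limit was not always enough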
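material = purified 2C TCR transgenic mouse naive CD8+ T cells | controls = Unloaded micro-vesicles (low), QL9 vesicles with 0.7% DMSO (high) | detection = cytometric PE anti-B7-1 and Alexa647 anti-CD8 signals after 1% paraformaldehyde fixation | incubation = binding step 1.5 h, 37 °C, antibody labelling 20 min, ice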
Hep lipid drop = modulators of hepatic lipid droplet formation; AID 1656; 240,000 tested, 0.4% active; AML12 mouse hepatocytes, oleate lipid droplets, BODIPY imaging; inhibition, % at 6.5 µM;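 active = lipid droplet intensity inhibited by at least 50%, with more than 500 cells counted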
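Material – AML12 mouse liver cells · Also added – oleate loading, 100 µM · Compound dosing – 6.5 µM single-point dosing · Times – overnight treatment with compound plus oleate · Measured by – fluorescence imaging, 20x objective, two fields per well · Read-out – percent inhibition of filter-corrected integrated lipid droplet intensity per well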
MT stabilizer = microtubule stabilizers in HeLa cells; HeLa tubulin immunostaining HCS, 24 h; share of cells brighter than vehicle mean+2SD; % tubulin-high responders, % at 10 µM; 200,000 tested, 0.83% active; AID 2205;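 active = plate Z-score above 3 for both tubulin-high and condensed-nucleus cell shares, with cell loss under 80%, at 10 µM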;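 note: anti alpha tubulin signal scored within the nucleus-defined area of each cell; some results filed as inactive read as strong as hits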
b-catenin transl = alters nuclear translocation of beta-catenin in HeLa cells; immunofluorescence imaging; nuclear translocation activity, % at 5 µM; 190,000 tested, 0.3% active;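 active = nuclear translocation activity above 50% at 5 µM, with a well cell count of 50 or more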;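 note: per-cell ratio of nuclear to cytoplasmic median beta-catenin stain intensity; plate controls were DMSO negative control for no effect and GSK-3 inhibitor IX positive control for full effect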
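Read-out: Nuclear/cytoplasmic beta-catenin signal ratio, % activation | Assay system: Human HeLa cell line | Times: 24 h compound exposure at 37°C, 5% CO2 | Signal: Fluorescence imaging of beta-catenin antibody stain plus DAPI | Dosing: 5 µM primary, 0.02–20 µM confirmation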
Autophagy HCS = autophagy modulation, high-content screen. MEF GFP-LC3 puncta imaging; test concentration mostly 10 µM. calls only at 10 µM (by protocol). 190,000 tested, 0.98% active;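 active = percentage of spot-positive cells more than 3 SD above its plate mean, without a fluorescence outlier flag or 80% toxicity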;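 note: spot-positive cell cutoff set from DMSO-treated cells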
PMI inhibition = MPI inhibition at elevated mannose 6-phosphate – biochemical, fluorescence intensity, high mannose 6-phosphate, primary screen (AID 1220). recombinant PMI enzyme, coupled fluorescence intensity; higher % means a stronger effect. one-dose inhibition, % at 20 µM; IC50 in µM for titrated hits. 190,000 tested, 0.66% active
Insulin prom up = MIN6 insulin promoter up-regulation. MIN6 insulin promoter-GFP reporter, high-content imaging; stronger effect = higher value. z-score at 5 µM. 190,000 tested, 0.3% active;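 active = z-score above 3 at 5 µM with at least 500 cells counted in the well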
Insulin prom up cell count = second read-out of Insulin prom up, no call of its own (marks repeat the call); cell count; measured here: cytotoxicity, nuclei count;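 total cells summed across four imaged fields per well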
Hep lipid drop cells 6.5 µM = second read-out of Hep lipid drop, no call of its own (marks repeat the call); cell count; measured here: cell count, cytotoxicity flag;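 cells counted across two imaged fields per well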
b-catenin transl cell count 5 µM = also measured in b-catenin transl; calls as there; cell count; measured here: cell count, cytotoxicity flag
T cell HTS vesicle-bound % = further read-out of T cell HTS, marked with its call; double positive events, %; measured here: CD8+ vesicle-bound cell fraction;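 binding gate set so that unloaded-vesicle control wells show 10% double positive cells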
MT stabilizer Hoechst-high % = second read-out of MT stabilizer, no call of its own (marks repeat the call); % Hoechst-high responders; measured here: nuclear condensation Hoechst responders;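 share of cells brighter than vehicle mean plus two SD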
MT stabilizer cytotoxicity % = second read-out of MT stabilizer, no call of its own (marks repeat the call); toxicity, %; measured here: cytotoxicity by cell density;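 0% = mean cell density of plate MIN control wells and 100% = no cells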
Autophagy HCS cell loss 18 h = further read-out of Autophagy HCS, marked with its call; toxicity, %; measured here: cell loss, nuclei count;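 cell loss after 18 h compound exposure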
An asterisk follows results filed as active; i = inactive; / = no result given. Cut-off read from the data, not from the text of the source, unless noted: active = inhibition above about 50%; inactive = the rest.

The line under a structure holds: human PMI inhibition, TNAP activators, T cell HTS, T cell HTS vesicle-bound %, Hep lipid drop, Hep lipid drop cells 6.5 µM, MT stabilizer, MT stabilizer Hoechst-high %, MT stabilizer cytotoxicity %, b-catenin transl, b-catenin transl cell count 5 µM, Autophagy HCS, Autophagy HCS cell loss 18 h, PMI inhibition, Insulin prom up, Insulin prom up cell count
COc1ccc(NC(=O)C(=O)NNC(=O)c2cccs2)c(OC)c1
  10%, 2, i, 49, /, /, 2.7, 1.6, 7.9, -0.1, 1301, i, -29, 11%, -0.38, 1702
Cc1c(N/N=C(\C#N)C(=O)c2ccccc2)c(=O)n(-c2ccccc2)n1C
  -64%, 1.8, /, /, -1, 618, 3.9, 0.1, 7.6, 2.5, 1003, i, 27, -114%, -1.5, 1068
COc1cc(OC)cc(C(=O)NNC(=O)c2cc3c(s2)CCCC3)c1
  -4%, 1.2, i, 40, -1, 712, 3.4, 2.0, 3.2, 0.6, 867, i, 19, -2%, 1.1, 1364
Cc1cc2cc(CNC(=O)Nc3ccc(Cl)c(Cl)c3)ccc2n1C
  -8%, 1.3, i, 26, -3, 689, 5.9, 1.1, 6.7, -3.9, 1197, i, -1, -8%, 0.11, 1304
Cn1c(C(=O)O)ccc1S(=O)(=O)N1CCCCCC1
  /, /, i, 34, -6, 672, /, /, /, -0.4, 1382, /, /, /, 0.07, 1025
CCN(CC)C(=S)Sc1c(-c2ccccc2)c2cc(Cl)ccc2[nH]c1=O
  7%, 1, i, 59, -10, 777, 0.8, 1.2, 6.2, -1.3, 1259, i, -2, 3%, -0.72, 910
O=C(COC(=O)c1cccs1)Nc1nc(-c2ccccc2)cs1
  -26%, 1.1, i, 50, 10, 675, 2.7, 3.4, 7.8, -0.8, 1157, i, -11, -46%, -0.33, 1530
Cc1ccsc1C1NC(=O)c2c(sc3c2CCCC3)N1 (stereo not given)
  8%, 1, i, 8, 0, 777, 2.2, 1.6, 0.2, -6.6, 537, i, 26, 15%, /, /
CCN(CC)CC#CC(OC)(c1ccccc1)c1ccccc1
  12%, 1, i, 31, 5, 598, 1.2, 1.1, 4.1, -0.8, 1552, i, 1, 15%, -0.93, 1395
Cc1nn(Cc2ccc([N+](=O)[O-])cc2)c(=O)n1N(C)c1ncc(C(F)(F)F)cc1Cl
  5%, 1.1, i, 27, 3, 734, 2.2, 0.8, 5.6, -1.5, 1217, i, -6, -1%, /, /
COCCN(C(=O)Cc1cccs1)C(C(=O)NC1CCCC1)c1ccc(OC)c(OC)c1 (stereo not given)
  5%, 1.1, i, 28, -16, 737, 2.0, 1.7, 6.5, -0.5, 972, i, 24, 6%, 1.8, 1376
COc1ccc(OCCNc2cc(N3CCCCC3)ccc2[N+](=O)[O-])cc1
  18%, 0.9, i, 58, /, /, 2.1, 1.4, 11, -0.7, 1280, i, 29, 26%, 1.5, 1259
NNC(=O)CCn1nnc2ccccc21
  /, /, i, 31, 7, 705, /, /, /, -1.1, 1149, /, /, /, 0.19, 1372
O=C(C1CCC(Cn2c(=S)[nH]c3ccccc3c2=O)CC1)N1CCN(c2ccccn2)CC1 (stereo not given)
  10%, 1, i, 58, -7, 769, 3.5, 4.6, 10, /, /, i, 1, 13%, -0.48, 1191
Cc1cc(C)c[n+](-c2[nH]c(=O)sc2/C=N/N=C(\N)[S-])c1
  -5%, 1.1, i, 32, -10, 570, 3.2, 2.8, 6.8, 0.1, 995, i, 8, -5%, 0.02, 1007
COC(=O)C1=NN[C@H](C(=O)OC)[C@H]1c1ccccc1
  -9%, 1.1, i, 48, -7, 679, 2.6, 2.1, 4.1, 3.5, 511, i, 2, -9%, -0.1, 1258
Nc1nc(-c2cc3ccccc3o2)cs1
  /, /, i, 43, -13, 703, /, /, /, 2.0, 1274, /, /, /, -0.46, 1037
COC(=O)c1ccc(C(=O)OC)c(NC2=NS(=O)(=O)c3ccccc32)c1
  24%, 1.1, /, /, 4, 708, 2.5, 3.0, 6.4, /, /, i, -6, 21%, 0.56, 1327
CCN(CC)C(=O)c1ccc(S(=O)(=O)NCc2cccnc2)cc1
  4%, 1.1, i, 31, -24, 771, 1.2, 2.3, 5.3, /, /, i, 9, -3%, -1.2, 573
CC1CCN(S(=O)(=O)c2ccc3ncn(CC(=O)N4CCN(C)CC4)c(=O)c3c2)CC1
  6%, 1, i, 18, -6, 646, 4.4, 2.0, 5.4, -0.6, 1174, i, -25, 2%, 2.7, 1234
S=C(Nc1ccccc1)N(CCN1CCOCC1)Cc1cccc(Cl)c1
  -16%, 1.1, i, 40, /, /, 3.4, 2.8, 6.8, -0.5, 1502, i, 16, -16%, 0.67, 1449
C/C(N)=C(/C#N)C(=O)COC(=O)c1cccc(O)c1
  5%, 1, i, 14, 22, 653, 2.9, 2.3, 3.4, 0.1, 1036, i, -10, 8%, 0.51, 1624
Cc1ccc(C(=O)NN2CC(O)=C(c3nc(-c4cccc([N+](=O)[O-])c4)cs3)C2=N)cc1
  -2%, 1.1, i, 44, -1, 721, 5.2, 2.1, 9.4, -3.1, 1079, i, 10, -3%, -0.31, 1573
COc1ccccc1N1CCN(C2CCN(S(=O)(=O)c3ccc4ccccc4c3)CC2)CC1
  8%, 1, i, 43, /, /, 2.9, 1.6, 4.4, -0.3, 1374, i, 2, -1%, -1, 841
COC(=O)c1[nH]c2cc(OC)ccc2c1NC(=O)CCN1CCN(c2cccc(C)c2C)CC1
  9%, 1, i, 53, /, /, 3.0, 0.6, 1.8, 1.8, 1111, i, 13, 10%, -0.41, 1037
Cc1ccc(C2OC3=C(C(=O)CC(C)(C)C3)C(N)=C2C#N)o1 (stereo not given)
  0%, 1.1, i, 28, 2, 674, 3.0, 1.7, 2.4, -2.0, 1126, i, 0, 2%, 1.2, 1594
O=[N+]([O-])c1ccc(-c2nc(NCc3ccccc3)c3ccccc3n2)cc1
  15%, 1.1, i, 64, -2, 668, 5.6, 3.3, 9.0, 1.6, 1012, i, 4, 10%, 0.91, 1581
O=C(CN1C(=O)COc2ccccc21)N(Cc1ccccc1)Cc1ccccn1
  7%, 1, i, 38, /, /, 1.8, 2.2, 14, /, /, i, 35, 6%, 0.38, 1157
COC(=O)/C=C1\S/C(=N/NC(=O)c2ccc(OC)cc2)NC1=O
  26%, 1.7, i, 14, 9, 680, 3.0, 3.3, 2.6, 0.8, 1156, i, 2, 28%, 0.76, 1232
NNC(=O)CN1C(CN2CCOCC2)=Nc2ccc(Br)cc2C1c1ccccc1 (stereo not given)
  2%, 1.1, i, 50, -8, 717, 1.9, 1.9, 6.2, 0.5, 1511, i, -12, 3%, -0.1, 1455

One compound at a time (already shown). Values in the order: human PMI inhibition | TNAP activators | T cell HTS | T cell HTS vesicle-bound % | Hep lipid drop | Hep lipid drop cells 6.5 µM | MT stabilizer | MT stabilizer Hoechst-high % | MT stabilizer cytotoxicity % | b-catenin transl | b-catenin transl cell count 5 µM | Autophagy HCS | Autophagy HCS cell loss 18 h | PMI inhibition | Insulin prom up | Insulin prom up cell count
Results for Cc1ccc(C2OC3=C(C(=O)CC(C)(C)C3)C(N)=C2C#N)o1 (stereo not given) → 0% | 1.1 | i | 28 | 2 | 674 | 3.0 | 1.7 | 2.4 | -2.0 | 1126 | i | 0 | 2% | 1.2 | 1594
Results for Cc1cc2cc(CNC(=O)Nc3ccc(Cl)c(Cl)c3)ccc2n1C → -8% | 1.3 | i | 26 | -3 | 689 | 5.9 | 1.1 | 6.7 | -3.9 | 1197 | i | -1 | -8% | 0.11 | 1304
Results for Cc1cc(C)c[n+](-c2[nH]c(=O)sc2/C=N/N=C(\N)[S-])c1 → -5% | 1.1 | i | 32 | -10 | 570 | 3.2 | 2.8 | 6.8 | 0.1 | 995 | i | 8 | -5% | 0.02 | 1007
Results for O=[N+]([O-])c1ccc(-c2nc(NCc3ccccc3)c3ccccc3n2)cc1 → 15% | 1.1 | i | 64 | -2 | 668 | 5.6 | 3.3 | 9.0 | 1.6 | 1012 | i | 4 | 10% | 0.91 | 1581
Results for O=C(COC(=O)c1cccs1)Nc1nc(-c2ccccc2)cs1 → -26% | 1.1 | i | 50 | 10 | 675 | 2.7 | 3.4 | 7.8 | -0.8 | 1157 | i | -11 | -46% | -0.33 | 1530

(cont.)
The line under a structure holds: human PMI inhibition, TNAP activators, T cell HTS, T cell HTS vesicle-bound %, Hep lipid drop, Hep lipid drop cells 6.5 µM, MT stabilizer, MT stabilizer Hoechst-high %, MT stabilizer cytotoxicity %, b-catenin transl, b-catenin transl cell count 5 µM, Autophagy HCS, Autophagy HCS cell loss 18 h, PMI inhibition, Insulin prom up, Insulin prom up cell count
C=CCn1c(SCC(=O)NCCc2ccccc2)nnc1C(C)NC(=O)c1cccs1 (stereo not given)
  -10%, 1.1, i, 9, -1, 745, 2.5, 1.7, 5.2, -2.8, 1213, i, -2, -14%, -0.05, 1351
OC1CN=C2CCCc3c2n(c2ccc(Cl)cc32)C1 (stereo not given)
  20%, 1.1, i, 25, 13, 795, 3.6, 2.3, 6.5, 2.8, 1091, i, 5, 16%, -0.17, 1441
NCCOc1ccccc1-c1ccccc1
  -6%, 1.1, i, 31, /, /, 1.7, 6.4, 5.3, -2.6, 1029, i, 2, -3%, -0.74, 1206
CCOC(=O)N1CCN(S(=O)(=O)c2ccc(F)c(C(=O)Nc3ccc(C)c(Cl)c3)c2)CC1
  10%, 1.1, i, 26, 6, 704, 2.8, 3.5, 8.9, -5.0, 526, i, 5, 13%, -0.81, 1162
C[C@H](O)CC1=C[C@H](O)[C@@H](C)OC1=O
  -3%, 1.1, i, 60, 9, 690, 4.0, 1.4, 9.7, -2.4, 1103, i, -5, 9%, -0.1, 1400
CCn1cc(/C=N\NC(=O)c2cc(-c3ccccc3OC)nc3ccccc23)c(C)n1
  15%, 1.1, i, 46, -30, 665, 1.9, 2.2, 1.1, /, /, i, 11, 12%, 0.19, 1231
